LYPLA2 inh – blocks human lysophospholipase 2, a PME1 counter-screen. AID 2177. recombinant LYPLA2, FP-Rh probe fluorescence polarization. inhibition, % at 5.9 µM. hit rate 0.38% among 320,000;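 active means inhibition above the screen-wide mean plus 3 SD, limit set per campaign, cut at about 26% in these data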;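 further: 0% = LYPLA2 with DMSO and 100% = wells lacking LYPLA2 enzyme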
Target sequence (O95372 whole entry, looked up): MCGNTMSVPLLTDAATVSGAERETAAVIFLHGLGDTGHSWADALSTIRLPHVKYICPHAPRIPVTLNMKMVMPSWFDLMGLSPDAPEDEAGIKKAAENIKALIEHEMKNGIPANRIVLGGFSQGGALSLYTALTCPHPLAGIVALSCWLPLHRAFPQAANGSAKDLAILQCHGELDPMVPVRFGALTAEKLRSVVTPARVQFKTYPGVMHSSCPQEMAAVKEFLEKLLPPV
PAFAH1B3 FP inh – PAFAH1B3 (human) inhibition; Q15102; recombinant PAFAH1B3, FP-rhodamine probe, fluorescence polarization; inhibition, % at 3.39 µM; hit rate 0.28% among 340,000;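 active means inhibition above the screen-wide average of all tested compounds plus 3 SD, cut at about 25% in these data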;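 further: 0% = enzyme with DMSO only and 100% = wells lacking PAFAH1B3 protein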
PAD4 inh – blocks human protein arginine deiminase 4; hit rate 0.41% among 330,000; Q9UM07; inhibition, % at 6.36 µM; recombinant PAD4, RCA probe fluorescence polarization;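 active means percent inhibition above a cutoff equal to the mean of all tested compounds plus 3 SD, cut at about 15% in these data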;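 further: 0% = PAD4 with RCA probe and DMSO and 100% = probe without PAD4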
pPAFAH inh – inhibitors of human plasma PAF acetylhydrolase (pPAFAH) | recombinant pPAFAH, FP-rhodamine probe fluorescence polarization | AID 463082 | inhibition, % at 3.39 µM | hit rate 1.5% among 330,000;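 active means inhibition above the mean inhibition across the screen plus 3 SD, cut at about 25% in these data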;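 further: inhibitors block binding of the rhodamine activity-based probe so polarization drops; 0% = enzyme with DMSO and 100% = wells lacking pPAFAH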
GSTO1 inh – counter-screen for RBBP9 inhibitors: inhibitors of human GSTO1 | P78417 | recombinant GSTO1, activity-based probe fluorescence polarization | inhibition, % at 5.96 µM | hit rate 1.1% among 300,000 | AID 1974;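 active means inhibition above the campaign mean inhibition plus 3 SD, cut at about 35% in these data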;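 further: 0% = GSTO1-1 with DMSO and 100% = wells lacking GSTO1-1 enzyme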
PAFAH2 inh – PAFAH2 (human) inhibition; Q99487; inhibition, % at 3.39 µM; hit rate 0.99% among 340,000; recombinant PAFAH2, FP-rhodamine activity probe, fluorescence polarization;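 active means inhibition above the mean over all tested compounds plus 3 SD, cut at about 30% in these data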;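 further: inhibitors block probe labeling of enzyme so polarization drops; 0% = enzyme with DMSO and 100% = wells lacking PAFAH2 protein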
LYPLA1 counter – LYPLA1 (human) inhibition in PME1 counter-screen; recombinant LYPLA1, FP-Rh probe fluorescence polarization; hit rate 0.16% among 320,000; inhibition, % at 5.9 µM; O75608; AID 2174;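 active means inhibition above the mean of all tested compounds plus 3 SD, set per campaign, cut at about 14% in these data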;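 further: inhibitors block serine hydrolase probe labeling of LYPLA1 so polarization falls; 0% = enzyme with DMSO and 100% = wells lacking LYPLA1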
Target sequence (O75608 whole entry, looked up): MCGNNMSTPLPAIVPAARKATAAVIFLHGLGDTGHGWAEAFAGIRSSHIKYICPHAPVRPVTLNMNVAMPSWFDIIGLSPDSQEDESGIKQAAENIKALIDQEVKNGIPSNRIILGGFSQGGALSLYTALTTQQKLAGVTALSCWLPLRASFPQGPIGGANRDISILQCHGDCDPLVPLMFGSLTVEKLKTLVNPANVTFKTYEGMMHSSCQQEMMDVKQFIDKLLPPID
PAFAH1B2 inh – inhibitors of human PAFAH1B2. inhibition, % at 3.39 µM. hit rate 1.2% among 340,000. P68402. AID 492953. recombinant PAFAH1B2, FP-rhodamine activity probe, fluorescence polarization;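 active means inhibition above the mean of all tested compounds plus 3 SD, cut at about 24% in these data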;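 further: 0% = enzyme with DMSO and 100% = wells lacking PAFAH1B2; many of its hits are not listed in these tables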
Target sequence (P68402 whole entry, looked up): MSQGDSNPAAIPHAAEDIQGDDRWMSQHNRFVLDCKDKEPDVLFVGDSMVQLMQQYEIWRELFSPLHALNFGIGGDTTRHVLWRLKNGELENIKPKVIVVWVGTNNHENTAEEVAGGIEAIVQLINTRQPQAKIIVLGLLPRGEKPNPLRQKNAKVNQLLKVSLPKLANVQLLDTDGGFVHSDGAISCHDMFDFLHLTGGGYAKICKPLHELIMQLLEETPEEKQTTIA
PME-1 inh – blocks human protein phosphatase methylesterase 1. recombinant PME-1, FP-Rh probe fluorescence polarization. AID 2130. Q9Y570. inhibition, % at 5.9 µM. hit rate 0.53% among 320,000;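 active means inhibition above the campaign mean of all compounds plus 3 SD, cut at about 26% in these data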;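 further: competitive labeling of PME-1 active site by serine hydrolase directed probe; 0% = PME-1 with DMSO and 100% = wells lacking PME-1 enzyme; inhibitors block probe labeling so polarization falls and inhibition rises; many of its hits are not listed in these tables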
Target sequence (Q9Y570 whole entry, looked up): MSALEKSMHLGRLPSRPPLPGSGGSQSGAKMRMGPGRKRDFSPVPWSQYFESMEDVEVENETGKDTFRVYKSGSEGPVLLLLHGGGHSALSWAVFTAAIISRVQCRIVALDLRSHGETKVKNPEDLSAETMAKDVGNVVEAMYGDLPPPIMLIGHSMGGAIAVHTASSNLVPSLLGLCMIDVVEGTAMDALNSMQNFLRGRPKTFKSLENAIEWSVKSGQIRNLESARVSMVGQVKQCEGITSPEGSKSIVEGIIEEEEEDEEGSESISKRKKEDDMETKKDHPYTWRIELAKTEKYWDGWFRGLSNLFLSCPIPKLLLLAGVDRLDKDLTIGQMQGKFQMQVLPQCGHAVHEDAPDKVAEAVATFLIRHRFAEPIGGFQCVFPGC
* marks the source's active call; other numbers are inactive results; x = no result given.

SMILES	LYPLA2 inh	PAFAH1B3 FP inh	PAD4 inh	pPAFAH inh	GSTO1 inh	PAFAH2 inh	LYPLA1 counter	PAFAH1B2 inh	PME-1 inh
COc1cccc(C(=O)N/N=C(\CC(C)C)c2ccccc2)c1	8	1	2	3	11	-1	1	3	2
O=C(Nc1nncs1)c1ccc(N2C(=O)C3C4C=CC(C4)C3C2=O)cc1 (stereo not given)	-5	0	-1	-2	-2	-1	-6	5	5
CCc1ccccc1NC(=O)N[C@H](C(=O)O)C(C)C	5	2	1	3	-4	-6	3	12	3
COC(=O)CNC(=O)CN1C(=O)N(c2ccc(Cl)cc2)C(N(O)C(=O)Nc2ccc(Cl)cc2)C1(C)C (stereo not given)	-3	0	-6	0	-1	5	-4	1	0
O=C(CSc1ncn[nH]1)c1ccc(OC(F)F)cc1	0	1	2	-1	3	0	0	-2	0
CCCC[n+]1ccn(C2=C([O-])c3ccccc3C(=O)/C2=N\S(=O)(=O)c2ccc(Cl)cc2)c1	8	11	-8	11	75*	4	1	7	1
CC1CCN(Cc2nc(-c3ccccc3)no2)CC1	2	-5	-2	-2	1	-1	2	2	0
CCOC(=O)C1C2C=CC3(CN(CCc4ccccc4)C(=O)C13)O2 (stereo not given)	1	4	3	-1	3	-7	2	1	7
Cc1cccc(OCc2nnc(SCC(=O)N3c4ccccc4CC3C)n2C)c1C (stereo not given)	-6	0	3	3	10	-7	-4	6	-4
Cc1cc(Br)c2[nH]c3c(c2c1)CCCC3=O	2	0	0	17	7	2	0	4	0
O=C1CSC(c2ccc([N+](=O)[O-])cc2)N1CCN1CCCCC1 (stereo not given)	5	5	-1	1	11	2	0	13	1
Cc1ccc(-c2nnc(SCC(=O)CC(=O)Nc3ccccc3)n2-c2ccccc2)cc1	-10	5	0	4	-8	1	-7	5	-3
N=c1c(C(=O)NCCN2CCOCC2)cc2c(=O)n3ccccc3nc2n1CCc1ccccc1	2	4	-6	1	1	1	4	3	5
COc1ccc(NC(=O)CSc2nnnn2C)cc1	-8	8	-2	-4	27	-5	-4	-3	-9
COc1ccc(NC(=O)CNC(=O)c2c(C)nn(C)c2Cl)cc1	1	6	-7	1	-1	-9	-2	3	-5
CC(C)(C)C(=O)/C=C(\N)c1ccccn1	-2	0	-3	2	1	-4	1	-5	-2
CN(C)CCN(Cc1ccco1)C(=O)c1oc2ccccc2c1NC(=O)COc1ccccc1	3	5	6	5	-6	1	1	-5	4
Cc1nnc(NC(=O)C2=COCCO2)s1	8	4	0	5	2	2	1	-2	-3
COc1ccc(CN2C(=O)C(Cc3ccccc3)Nc3ncnc(N4CCOCC4)c32)cc1 (stereo not given)	4	8	4	2	6	-2	-1	-1	3
CCc1ccc(S(=O)(=O)NCCc2csc(-c3ccccc3)n2)s1	-2	-2	-6	14	-5	-4	-2	39*	1
O=C(CSc1nc2ccccc2o1)Nc1ccccc1	14	1	1	15	1	3	1	1	3
CCCc1nnc(NC(=O)CCC(=O)N2CCC(Cc3ccccc3)CC2)s1	1	0	-1	1	-5	-9	0	3	-3
CCOc1ccccc1N1CCN(CC(=O)Nc2nnc(CC)s2)CC1	1	-1	-1	-4	2	2	0	4	0
Cc1cc(NC(=O)c2ccc(NC(=O)C(C)Oc3ccccc3)cc2)no1 (stereo not given)	1	5	2	7	-4	-9	-2	-4	0
COCCCN1C(=O)c2ccc(C(=O)OCC(=O)N(C)c3ccccc3)cc2C1=O	-11	x	-5	4	-2	x	-4	x	-2

The closing 5 records of the section above come first, to join the parts:
SMILES	LYPLA2 inh	PAFAH1B3 FP inh	PAD4 inh	pPAFAH inh	GSTO1 inh	PAFAH2 inh	LYPLA1 counter	PAFAH1B2 inh	PME-1 inh
O=C(CSc1nc2ccccc2o1)Nc1ccccc1	14	1	1	15	1	3	1	1	3
CCCc1nnc(NC(=O)CCC(=O)N2CCC(Cc3ccccc3)CC2)s1	1	0	-1	1	-5	-9	0	3	-3
CCOc1ccccc1N1CCN(CC(=O)Nc2nnc(CC)s2)CC1	1	-1	-1	-4	2	2	0	4	0
Cc1cc(NC(=O)c2ccc(NC(=O)C(C)Oc3ccccc3)cc2)no1 (stereo not given)	1	5	2	7	-4	-9	-2	-4	0
COCCCN1C(=O)c2ccc(C(=O)OCC(=O)N(C)c3ccccc3)cc2C1=O	-11	x	-5	4	-2	x	-4	x	-2
CC1C2=C(CC(C)(C)CC2=O)NC2=C1C(=O)CC(C)(C)C2	4	16	-1	1	1	4	-1	7	-11
CC(C)CN(C(=O)COC(=O)c1c(Cl)ccc(Cl)c1Cl)C1CCS(=O)(=O)C1 (stereo not given)	9	-4	1	5	10	-1	2	4	6
Cc1ccccc1Nc1ncccc1C(=O)N1CCOCC1	0	3	0	2	2	-2	-2	6	-4
Nc1nc(SCCN2C(=O)c3ccccc3C2=O)n[nH]1	-2	9	-6	1	5	-3	-3	9	-3
Cc1ccnc(NS(=O)(=O)c2cnc(Cl)c(Br)c2)c1	-2	-3	-6	-6	10	5	-1	6	1
O=C(C[C@H]1C/C=C\CCCC(=O)OC[C@H]2CCCN2C1=O)NCCO	x	-6	2	2	x	0	x	9	x
CCOC(=O)C1CCN(C(=O)c2cc3c(ccc4ccccc43)o2)CC1	6	0	-9	12	-2	3	0	4	4
O=C(NCC(=O)N(Cc1cccs1)C(C(=O)NC1CCCCC1)c1ccco1)c1ccco1 (stereo not given)	-4	2	-8	5	5	12	-2	6	4
CCOn1c(=O)c(-c2ccc(OC)cc2)[n+]([O-])c2ccccc21	3	7	-4	-2	1	13	3	0	2
CCc1ccc(CNCCNCC(C)O)cc1 (stereo not given)	10	-2	3	1	-3	-4	2	3	-2
O=C(CNC(=O)c1ccc(-c2ccccc2)cc1)OCc1c(Cl)cccc1Cl	6	-8	-1	7	-8	5	6	1	8
COc1ccc(-n2c(Cc3cc(=O)[nH]c(=O)[nH]3)nnc2SCC(=O)N2CCCC2)cc1	2	6	2	-1	2	9	-2	2	6
COc1ccc(CNC(=O)C2CCN(S(=O)(=O)N3CCCC3)CC2)cc1	2	7	2	4	6	6	-1	-4	-1
COCCn1nnnc1C(c1cccc(C#N)c1)N1CCCCCC1 (stereo not given)	0	1	2	-8	-2	-2	-4	-4	-3
CC(SC#N)C(=O)C12CC3CC(CC(C3)C1)C2 (stereo not given)	2	5	-2	6	1	8	-1	15	0
Cc1ccc(C)c(S(=O)(=O)NCC(c2ccco2)N2CCc3ccccc3C2)c1 (stereo not given)	-16	8	-15	-1	-2	-2	-4	-2	0
Cc1cccc2cc(C#N)c(SCCN3CCCCC3)nc12	-3	x	-3	6	5	x	0	x	-1
COC(=O)c1ccc(Cn2nnc3c(=O)[nH]c(C4CCCN(S(=O)(=O)c5ccccc5Cl)C4)nc32)cc1 (stereo not given)	-2	13	0	1	-2	10	-1	6	10
O=C1CN(c2nc(-c3cccnc3)nc3scc(-c4ccccc4)c23)CCN1	5	8	-1	-4	-4	-5	0	-1	-6
COc1ccc(CCNC(=S)N2CCN(S(=O)(=O)c3ccccc3F)CC2)cc1	5	5	2	9	-6	-7	0	7	6
COC(=O)CN1C(=O)Nc2ccc(Cl)cc2C1c1ccccc1 (stereo not given)	9	4	1	-1	-5	-1	4	-1	-5
COCCNC(=O)C(c1ccc(O)cc1)N(Cc1ccco1)C(=O)CCC(=O)Nc1nccs1 (stereo not given)	-13	8	-2	-10	9	8	-6	2	-1
COc1ccc(NS(=O)(=O)c2ccc(NC(=S)NC(=O)CC(C)C)cc2)cc1	-13	-3	-5	16	-12	-1	-6	2	13
Cc1c(C(=O)N2CCCCC2)sc(N)c1C#N	1	8	6	-4	-4	2	-4	0	-1
COc1ccccc1C1=NOC(CN2C(=O)c3ccccc3S2(=O)=O)C1 (stereo not given)	-3	7	-6	2	3	-1	-1	7	4
Continuation.
SMILES	LYPLA2 inh	PAFAH1B3 FP inh	PAD4 inh	pPAFAH inh	GSTO1 inh	PAFAH2 inh	LYPLA1 counter	PAFAH1B2 inh	PME-1 inh
S=C(NCc1ccco1)Nc1ccccc1Cl	3	-2	-1	5	1	-4	3	-1	-3
O=C(N/N=C/c1ccc(OCc2ccc(F)cc2)cc1)c1ccccc1	-1	9	-3	0	-5	-6	0	0	2
COc1ccc(-c2cc(C#N)nc(N3CCNCC3)n2)cc1	-7	-2	4	-7	-7	1	-4	2	-2
CCN(CC(=O)NCCN1CCOCC1)S(=O)(=O)c1ccc(F)cc1	-3	6	-2	1	1	-4	-2	1	-5
CCOc1ccc2nnc(-c3ccc(Br)cc3)n2n1	2	8	-1	-2	-7	4	0	4	3
O=C(NNc1cc(Br)c(O)c(Br)c1)c1ccccc1	7	-1	-1	12	65*	52*	-1	9	3
Cc1ccc2c(c1)NC(=O)C(CC(=O)Nc1ccc(CN3CCC(C)CC3)cc1)O2 (stereo not given)	-3	9	-1	5	5	-4	4	0	-2
Cc1nc2cc(NS(=O)(=O)c3ccccc3F)ccc2s1	7	5	-5	-4	5	-1	6	0	-3
COc1ccc(CCNC(=O)c2ccc(CN3CCC(Cc4ccccc4)CC3)cc2)cc1OC	5	2	-2	4	1	-1	-1	-8	2
CCN(CC)S(=O)(=O)c1cc(NC(=O)C(C)N(C)CC(=O)Nc2c(C)cccc2C)ccc1C (stereo not given)	2	0	-2	2	11	4	2	3	8
COc1ccccc1NCCC(=O)OCC(=O)NC1CCCCCC1	5	5	-2	12	-2	-10	2	7	8
COc1ccc(N(C(=O)c2ccc(F)cc2)C2=CC3CCC(C2)N3C)cc1 (stereo not given)	1	0	-3	0	-13	6	-2	4	-5
O=C(Cn1cnc2cc([N+](=O)[O-])ccc2c1=O)NC1CCS(=O)(=O)C1 (stereo not given)	3	0	-1	6	9	-5	3	2	-3
Cc1cc(C)nc(NC(=O)c2cc([N+](=O)[O-])cc([N+](=O)[O-])c2)n1	1	4	-7	-2	0	3	-1	3	-3
Cn1[nH]c(=O)c2ccccc2c1=O	6	4	4	2	4	-3	5	2	1
O=C(OCC(=O)N1CCOCC1)c1cc(=O)[nH]c2ccccc12	x	2	2	3	x	-1	x	1	x
Cn1c(=O)c2c(ncn2Cc2cc(-c3ccccc3)no2)n(C)c1=O	8	-5	-3	4	-3	3	1	3	-3
N#C/C=C(/N)N1CCN(c2ccc(Cl)c(Cl)c2)CC1	0	0	-12	2	-10	3	3	1	-1
CC(OC(=O)c1ccc(NC(=O)CC#N)cc1)C(=O)NC(=O)NC1CCCCC1 (stereo not given)	-46	-4	-9	-31	0	-3	-29	-8	-37
Cc1cccc(N2CC(C(=O)O)CC2=O)c1 (stereo not given)	2	3	1	2	-1	-4	2	-5	-1
O=C(c1ccco1)N1CCN(C23CC4CC(CC(C4)C2)C3)CC1	6	3	-1	2	1	3	1	-5	0
Cn1c(CC(=O)NNC(=O)c2ccc(F)cc2Cl)nc2ccccc21	0	6	2	3	x	-4	-3	2	-2
COc1cc(/C=C/C(=O)OCC(=O)c2ccc[nH]2)cc(OC)c1OC	x	3	3	8	x	8	x	5	x
Cc1ccc(/C=N/Nc2ccc(F)cc2F)s1	0	0	1	7	4	-2	-2	1	3
COc1ccc(C2=NN(C(N)=S)C(c3ccccc3)C2)cc1 (stereo not given)	9	-3	0	3	1	-4	0	0	0
Cc1cc(C)cc(C(=O)NCC(=O)N2CCC(C(N)=O)CC2)c1	x	6	0	-1	x	9	x	2	x
OC1CCCCC1Sc1nc2ccccc2s1 (stereo not given)	3	-7	6	8	2	3	-1	0	5

Source: PubChem BioAssay

Some of the compounds tested, so the mix of outcomes need not match the whole.
